Mm-Cpn inhibitor – Inhibitors of TCP-1 ring complex (TRiC) of Methanococcus maripaludis (MmCpn): qHTS | Chaperonin Mm-Cpn (Methanococcus maripaludis) | Potency, µM (top dose mostly 76.9 µM), for the others: top-dose activity, negative = inhibition, actives largely listed as inhibitors | hit rate 0.031% among 330,000 | purified Mm-Cpn ATPase, ADP Transcreener TR-FRET; further: potency means the concentration at half of the fitted maximal effect; on the % scale 0 is the no-effect control and ±100 the full control effect; nearly all actives have a fitted effect of over 80% in size
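ATPase read-out: TR-FRET ADP immunoassay (anti-ADP Eu cryptate vs ADP-d2), ex 320 nm, em 590/665 nm; signal drops as ADP forms. Enzyme 25 nM, ATP 10 uM, 30 min at 37°C after 10 min compound preincubation.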
TGFb inhibitor – qHTS for Inhibitors of TGF-b. hit rate 1.2% among 410,000. HepG2 CAGA-GFP TGF-b/SMAD3 reporter, GFP fluorescence, 18 h; TGF-beta stimulated, 500 pg/mL final. Potency, µM (series often up to 46.1 µM), inactives show at the top dose activity, negative = inhibition, hits mostly inhibitors. AID 588855, 2011; further: potency means the concentration at half of the fitted maximal effect; on the % scale 0 is the no-effect control and ±100 the full control effect; nearly all actives have a fitted effect of over 65% in size
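Cell-based qHTS in HEPG2 carrying a CAGA-GFP Smad reporter; compounds added before 500 pg/mL final TGF-beta, 18 h incubation at 37 degrees C, GFP fluorescence quantified per cell by imaging cytometry.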
HepG2 viability – qHTS for Inhibitors of TGF-b: Cytotox Counterscreen; HepG2 CAGA-GFP viability, ATP luminescence, 18 h; Potency, µM (highest dose often 46.1 µM), for the others: at the top dose activity change, negative = cytotoxicity, actives largely listed as cytotoxic; hit rate 0.76% among 410,000; further: potency means the concentration at half of the fitted maximal effect; some results filed as inactive show a strong effect at the top dose
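HepG2 CAGA-GFP cells (1000/well, DMEM with 1% FBS) received compound, then TGF-beta at 500 pg/mL final, and were incubated 18 hours at 37 degrees C. Viability was read by CellTiter-Glo luminescence. Media-only wells were set as complete cell-killing and DMSO as no toxicity.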
Nrf2 block – Nrf2 qHTS screen for inhibitors; Potency, µM (series often up to 46 µM), for the others: at the top dose activity change, negative = inhibition, usual class: inhibitors; hit rate 2.1% among 360,000; A549 ARE-Fluc reporter, luciferase luminescence, 18-24 h; further: potency means the concentration at half of the fitted maximal effect; on the % scale 0 is the no-effect control and ±100 the full control effect; nearly all actives have a fitted effect of over 60% in size
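Two sequential reads on A549 ARE_Fluc cells exposed to compound for 18-24 h: a CellTiter-Fluor fluorescence read for viability, then a luciferase luminescence read for Nrf2/ARE activity.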
Abeta yeast res – qHTS for compounds that reverse cellular toxicity of Amyloid beta (A-beta) peptide in yeast: Primary Screen | Potency, µM (top dose mostly 46.1 µM), inactives show top-dose growth rescue, actives largely listed as activators | AID 1347071, 2019 | yeast expressing A-beta42, growth rescue, OD600, 48 h; response scale: 0% DMSO, 100% iron-clioquinol control | hit rate 0.063% among 410,000; further: potency means the concentration at half of the fitted maximal effect; nearly all actives have a fitted effect of over 55% in size
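Yeast A-beta toxicity model in growth medium with pinned compounds, 48 h at 30 C; growth read as absorbance at 600 nm. Normalized to FeCl3/clioquinol equimolar mix (positive) and DMSO (negative).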
pAkt inh – HTS Assay for Inhibitors of Akt Phophorylation: Primary Screen; hit rate 0.32% among 360,000; Neuro2A IGF-stimulated pAkt S473 HTRF, 20 min; stronger effect = lower value; activity change, % for hits at 50 µM; in the data active means activity change below about -80%; inconclusive means mostly about -51% to -80%; further: on the % scale 0 is the no-effect control and ±100 the full control effect
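Neuro2A cells (4,500/well, DMEM with 0.5% FBS) were treated with compound at a single 50 µM final concentration, stimulated with 6 nM IGF for 20 min at 37 °C, and lysed. Phospho-Akt Ser473 was read by HTRF as 665/615 ratio ×10^4.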
A549 tox – Nrf2 qHTS screen for inhibitors: counterscreen for cytotoxicity | A549 ARE-Fluc cells, CellTiter-Fluor viability, 18-24 h | hit rate 0.16% among 390,000 | AID 504648, 2011 | Potency, µM (top dose mostly 46 µM), inactives show top-dose activity change, negative = cytotoxicity, most hits filed as inhibitors; further: potency means the concentration at half of the fitted maximal effect; on the % scale 0 is the no-effect control and ±100 the full control effect
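A549 ARE_Fluc cells in 5% FBS OPTI-MEM were exposed to compounds in concentration-response for 18-24 h at 37 deg C. Viability was read by CellTiter-Fluor fluorescence (Ex 405/Em 525) after 30 min, before the luciferase read.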
CCT chaperon mod – High-Throughput Screening for Modulators of Cytosolic Chaperonin Activity. purified chaperonin ATPase assay, HTRF ADP detection, 30 min. activity change, % (no concentration beside the values), hits read low. AID 651819, 2012. hit rate 0.3% among 360,000; in the data active means activity change below about -30%; further: on the % scale 0 is the no-effect control and ±100 the full control effect
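We incubate TRiC, 40 or 20 nM final, with library compounds at 76 uM and 10 uM ATP for 30 min at 37 °C. ADP formed is detected with Transcreener HTRF reagents after 30 min at room temperature.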
Nrf2 ARE act – qHTS of Nrf2 Activators | AID 624171, 2012 | AREc32 ARE-luciferase reporter (MCF7-derived line), luminescence, 24 h | Potency, µM (series often up to 46.1 µM), for inactives: at the highest dose activation, hits mostly activators | hit rate 0.31% among 410,000; further: potency means the concentration at half of the fitted maximal effect; % of control where 0% means no effect; nearly all actives have a fitted effect of over 65% in size
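ARE activation measured as luciferase luminescence (Steady-Glo, 30 min RT) in AREc32_Fluc cells after 24 hr compound exposure at 37 deg C, 5% CO2; cells seeded overnight at 1000/well in OPTI-MEM, 5% FBS.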
Numbers without * were called inactive; i = inactive; ? = inconclusive; . = not tested or not shown; & = joins results of further samples; [ ] = remark or other dose. Unless noted, the call rests on the fitted dose curve; in most records, active means well fitted curve in the direction sought with a large enough effect; inconclusive means small, poorly fitted or top-dose-only effect, or another doubt; inactive means no such curve, though single readings can be large; an effect the other way counts as inactive or inconclusive.

canonical_smiles | pAkt inh | Nrf2 ARE act | CCT chaperon mod | Abeta yeast res | Nrf2 block | A549 tox | Mm-Cpn inhibitor | TGFb inhibitor | HepG2 viability
CC(=O)NCc1ccc(S(=O)(=O)N/N=C/c2ccc(N(C)C)cc2)cc1 | i | 1.5% | -0.9 | -11% | 1% | 2% | -2% | 6% | 2%
CC(=O)c1cccc(NC(=O)/C(=C\c2cccnc2)NC(=O)c2ccccc2)c1 | i | -0.3% | -3.0 | -10% | 0% | -3% | ? | -2% | 5%
CCCCC(=O)Nc1cccc(NC(=O)c2ccccc2Br)c1 | i | 0.2% | -0.4 | -4% | 1% | -1% | -2% | 6% | 0%
Cc1ccc(NC(=O)[C@H](C)NC(=O)C2CCN(C(=O)[C@H](CC(C)C)NC(=O)OC(C)(C)C)CC2)cc1 | i | 1.9% | -1.1 | 7% | 6% | 1% | -1% | ? | -11%
CN(C)/C=N/c1nc2nccc(-c3ccc(F)cc3)n2n1 | i | 2.6% | -1.6 | -12% | -6% | -1% | -8% | 25% | 0%
CCc1ccc(NC(=O)C(=O)NCC(c2cccnc2)N2CCOCC2)cc1 (stereo not given) | . | -0.7% | . | 2% | ? | -27% | . | -6% | -6%
Fc1cccc(CSc2nnc3c(n2)[nH]c2ccccc23)c1 | i | 1.0% | -0.3 | -12% | ? | -8% | -3% | -15% | -7%
CCOc1ccc(NC(=O)CN2C(=O)COc3ccc(S(=O)(=O)N4CCCCC4)cc32)cc1 | i | 0.4% | -2.3 | 6% | 3% | ? | -1% | -8% | -4%
Cc1cc(C)cc(N=Cc2[nH]c3ccc(Br)c(Cl)c3c2O)c1 | i | ? | 0.1 | -6% | -20% | -7% | 0% | 32%[activator] | -41%
O=C(Nc1ccccc1)Nc1ccc(NC(=O)c2ccccc2O)cc1 | i | 3.0% | 0.5 | 8% | 1% | 2% | -2% | 1% | 3%
COC(=O)c1cccc(N(C(=O)c2ccco2)C(C(=O)NC2CCCC2)c2ccco2)c1 (stereo not given) | i | 0.5% | 1.1 | 19% | . | 0% | 0% | 27% | -2%
Cn1c(=O)[nH]c(=O)c2c1nc(NCCCn1ccnc1)n2Cc1cccc(Br)c1 | i | 5.9% | 0.8 | -17% | 10% | 5% | 1% | -1% | -12%
COc1cc(/C=N/Nc2nc(=O)[nH]nc2C)cc(OC)c1O | i | 0.4% | -6.5 | 4% | -5% | 1% | -3% | 10% | 4%
COc1cc2ccc(C(C)=O)c(O)c2cc1OC | i | -0.7% | -2.9 | 11% | . | . | . | -3% | 0%
N#Cc1cccc(NC(=O)CCNS(=O)(=O)c2ccc3c(c2)CCN3C(=O)C2CC2)c1 | . | -0.2% | . | -16% | . | 11% | . | 7% | -6%
COc1cc(C2c3cc4c(cc3OC(NNC(N)=S)C2C)OCO4)cc(OC)c1OC (stereo not given) | i | 2.3% | -0.1 | 2% | 16% | -15% | . | ? | -23%
CC1CCN(c2ccc3c(c2)S(=O)(=O)c2cccc(C(=O)O)c2C3=O)CC1 | i | -0.9% | -0.1 | -2% | -3% | -5% | 1% | 21% | 2%
COc1ccccc1N1CCN(S(=O)(=O)c2cc(C(=O)Nc3ccc(Oc4ccccc4)cc3)ccc2F)CC1 | . | 0.2% | . | -9% | . | -2% | . | -4% | -10%
S=c1[nH]nc(-c2ccc(Br)o2)n1Cc1ccccc1 | i | 0.2% | 2.5 | -11% | -12% | 4% | 0% | 8% | -19%
C=C(C)[C@@H]1CC=C(CN2CCC(N3CCC(C(=O)N4CCCC4)CC3)CC2)CC1 | i | 2.8% | -2.1 | 5% | 9% | 1% | -4%[15.4 µM] | 21% | 0%
COc1ccc(C(C)(O)c2nc(-c3cc(F)cc(F)c3)cs2)cc1 (stereo not given) | i | -0.4% | -0.6 | ? | . | . | . | ? | -48%
CCOC(=O)CCc1c(C)nc2cc(-c3cc(OC)cc(OC)c3)[nH]n2c1=O | . | -1.1% | . | -2% | 1% | -6% | . | -5% | -4%
CCOC(=O)C(NC(=O)CC)(Nc1cc(C)on1)C(F)(F)F (stereo not given) | i | -0.3% | -1.7 | 4% | . | 8% | 2% | -4% | -4%
CC(=O)OCC1OC(Sc2cccc3cccnc23)C(OC(C)=O)C(OC(C)=O)C1OC(C)=O (stereo not given) | i | 2.7% | -0.2 | 2% | -11% | -1% | -3% | -36% | -31%
CCc1nnc(NC(=O)C2CCCCC2)s1 | i | 0.1% | -0.1 | -6% | 2% | 1% | 2% | -16% | -5%
CC(C)(C)C(=O)NC(c1ccccc1)c1c(O)ccc2ccccc12 (stereo not given) | i | -1.3% | -0.9 | -5% | ? | ? | -3% | 22% | 6%
CN(CC(=O)Nn1cnnc1)S(=O)(=O)c1ccc(Br)cc1 | i | -0.4% | -0.8 | 4% | -30% | -27% | -4% | -21% | 0%
COc1ccc(OC)c(CN2C(=O)c3ccccc3C2C(=O)NCc2cccnc2)c1 (stereo not given) | i | -0.1% | -3.0 | -15% | 5% | -1% | -1% | 1% | -25%
C[C@H](NS(=O)(=O)c1ccc2c(c1)OCCCO2)C(=O)N1CCN(Cc2ccccc2)CC1 | i | 0.0% | -1.0 | -3% | -4% | -6% | -1% | -6% | 3%
CN(C(=O)COC(=O)/C=C/c1ccc2ccccc2n1)c1c(N)n(Cc2ccccc2)c(=O)[nH]c1=O | i | 4.8% | -0.5 | 4% | ? | -1% | 0% | -4% | 24%
N#CCNc1ccc([N+](=O)[O-])cc1C#N | i | -0.5% | -1.5 | -2% | -20% | -1% | 0% | -1% | -11%
C=CCN1CC(=O)N2C(c3ccccc3)c3[nH]c4ccccc4c3C[C@H]2C1=O (stereo not given in full) | i | 2.5% | -0.9 | 2% | ? | -5% | 0% | -16% | -5%
CCOCCCn1c(SCC(=O)NCc2ccco2)nc2c(sc3ccccc32)c1=O | . | 5.9% | -12 | 12% | 7% | ? | ? | 0% | 1%
CCCN1CCC(=O)N([C@H](COc2ccccc2)Cc2ccccc2)CC1 | i | 0.8% | 0.1 | -9% | 4% | -1% | 0% | 24%&-5% | -11%&-10%
CCc1sc(C(=O)NCc2ccco2)cc1C | i | ? | 0.2 | 18% | 3% | -4% | 2% | -1% | 12%
Nc1cc(-c2ccccc2)ccc1O | i | ? | -1.1 | 3% | 16% | 2% | -4%&-1% | -2% | -21%
Cc1cc(C(=O)N2CCCC(N3CCN(c4cccc(C(F)(F)F)c4)CC3)C2)c(C)o1 (stereo not given) | i | -0.1% | 0.3 | -15% | ? | ? | -1% | ? | -24%
Cn1ncc2c(=O)[nH]nnc21 | i | -0.2% | -2.1 | 5% | -5% | 0% | . | 15% | 4%
O=C(NC1CC1)c1ccc(-c2ccccc2)cc1 | i | 0.4% | -0.6 | 4% | 1% | -2% | 0% | -12% | 0%
Cn1ncc(Cl)c1C(=O)Nc1ccc2c(c1)OCO2 | i | 0.5% | 1.8 | -4% | 10% | 0% | 1% | -5% | 2%
NC(=O)C1(N2CCCCC2)CCN(C(=O)NC2CCCCC2)CC1 | i | -0.5% | -1.9 | 8% | ? | -6% | -3% | 12% | 15%
Cc1ccc(C(=O)C2COC(=O)C2)cc1 (stereo not given) | i | ? | 1.3 | -13% | -18% | -9% | -1% | -1% | -7%
CCOC(=O)NC(NCC(O)c1ccccc1)(C(F)(F)F)C(F)(F)F (stereo not given) | i | -0.4% | 0.7 | 10% | -19% | -2% | 1% | -1% | -51%
S=C(NCC1CCCO1)N1CCN(c2nc(-c3ccc(Cl)cc3)cs2)CC1 (stereo not given) | i | 5.3% | -2.1 | ? | 16µM* | ? | -13% | ? | -21%
CCN1CCN(CCNC(=O)c2ccc3nc(-c4cccc(C)c4)c(-c4cccc(C)c4)nc3c2)CC1 | i | -1.5% | -0.6 | -21% | 4% | -15% | 1% | -1% | 6%
Cc1cc(Br)cn2c(Cc3cccc(Cl)c3)c(-c3ccco3)nc12 | i | ? | -0.9 | -66%[inhibitor] | . | . | . | . | .
CC(C)CCN(C(=O)Nc1ccc(Cl)c(Cl)c1)C1CCN(C(C)C)CC1 | . | 26% | . | 6% | . | -1% | . | ? | -99%
COc1ncnc2c1ncn2CCCNCc1ccccn1 | i | -0.3% | -1.5 | -3% | . | . | . | -7% | -18%
CCOC(=O)c1ccccc1NC(=O)CSc1ncc(C(=O)OCC)c(N)n1 | i | 0.1% | -7.2 | -5% | -26% | -2% | -2% | 4% | -9%
CCNC(=O)c1cc2c(c(-c3cccc(-c4cccc(C(=O)N(C)C)c4)c3)n1)[C@@H](CCO)N(S(=O)C(C)(C)C)C2 (stereo not given in full) | i | 8.8% | 0.8 | -5% | . | . | . | -10% | -16%
C[C@@H]1COc2cc(N3CC[C@H](O)C3)ccc2S(=O)(=O)N1 | i | -0.9% | -2.1 | -11% | . | . | . | . | .
Cc1ccc([C@@H]2CC(=O)[C@@H]3CN(S(=O)(=O)c4ccc(C)cc4)[C@H](c4ccc(Cl)cc4)C[C@@H]3N2S(=O)(=O)c2ccc(C)cc2)cc1 | i | 0.4% | 1.1 | 8% | . | . | . | -1% | -2%

Screening results deposited in PubChem by National Center for Advancing Translational Sciences (NCATS).

An unsorted share of the library, and some 4.3% of all compounds hit somewhere here.
